# MC4R ag barr: MC4R agonists recruiting beta-arrestin, primary screen, cell-based, luminescence, agonist arm of biased-ligand search; Melanocortin receptor 4 (Homo sapiens), P32245; U2OS MC4R beta-arrestin complementation; percent of melanotan II response, DMSO zero; activation, % at 8.9 µM; actives 0.98% (n = 360,000); AID 540308, 2011;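 active means activation above a per-plate cutoff, the mean activation of sample wells on that plate plus 3 SD, cut at about 8% in these data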
# aDG glyco up: activators of alpha-DG glycosylation, primary screen, uHTS, Pro5-aDG cells, AlphaScreen; alpha-DG glycosylation AlphaScreen (IIH6); 0% Pro5, 100% B10-LARGE cell signal; activation, % at 10 µM; actives 0.22% (n = 360,000); AID 624168, 2012;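 active means activation of at least 8% versus controls, or a plate z-score of at least 8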;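 further: Pro5 are CHO cells carrying HIG-tagged alpha-DG that lacks glycosylation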
# PDI turbidity: inhibitors of human PDI, primary screen, biochemical, turbidity, single point, plate reader; Protein disulfide-isomerase (Homo sapiens), P07237; PDI insulin aggregation turbidity, A650, 90 min; inhibition, % at 10 µM; actives 0.052% (n = 350,000); AID 588391, 2011;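 active means mean inhibition across replicates of 30% or more, whatever share of single replicates reach that level; inconclusive means mean inhibition below 30% while every single replicate reaches 30%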;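 further: absorbance from insulin aggregation driven by PDI reduction with DTT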
# Target sequence (P07237 whole entry, looked up): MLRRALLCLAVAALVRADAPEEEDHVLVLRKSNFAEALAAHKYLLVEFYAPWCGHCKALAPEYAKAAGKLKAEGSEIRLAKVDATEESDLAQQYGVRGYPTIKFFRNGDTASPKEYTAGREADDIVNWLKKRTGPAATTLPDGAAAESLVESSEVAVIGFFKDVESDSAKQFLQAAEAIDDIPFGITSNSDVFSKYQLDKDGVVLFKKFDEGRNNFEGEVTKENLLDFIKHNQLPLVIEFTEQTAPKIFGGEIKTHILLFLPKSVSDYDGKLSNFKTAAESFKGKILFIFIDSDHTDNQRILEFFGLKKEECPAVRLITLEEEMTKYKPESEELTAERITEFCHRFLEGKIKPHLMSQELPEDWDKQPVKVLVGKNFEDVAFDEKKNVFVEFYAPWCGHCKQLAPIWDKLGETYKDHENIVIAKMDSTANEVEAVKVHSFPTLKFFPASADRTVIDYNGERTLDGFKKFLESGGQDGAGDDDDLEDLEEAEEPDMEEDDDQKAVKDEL
# MC4R antag cAMP: MC4R antagonists of cAMP signaling, primary screen, cell-based, TR-FRET, antagonist arm of biased-ligand search; MC4R-expressing cells, MTII-stimulated cAMP, LANCE TR-FRET; inhibition, % at 6.5 µM; actives 0.48% (n = 360,000); AID 540295, 2011;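 active means inhibition above its plate's cutoff, the mean of tested wells on that plate plus 3 SD, cut at about 29% in these data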;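 further: 0% = Melanotan II alone and 100% = Melanotan II plus saturating MCL0020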
#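 Material – human MC4R-expressing U2OS cells · Repeats – no replicates · Detection – TR-FRET with Eu-cAMP and labeled anti-cAMP, 671 nm · Times – compound 30 min, challenge 1 h, detection 1 h · Compound – single nominal compound dose of 6.5 µM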
# H9c2 protect: cardioprotection against H2O2-induced cell death, primary screen, uHTS, H9c2 cells, ATPLite luminescence. protection from H2O2 cell death, % at 20 µM. H9c2 cardiomyocytes, H2O2 injury protection, 2 h. actives 0.63% (n = 360,000). AID 588492, 2011;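 active means compounds giving at least 50% protection of heart cells from peroxide-induced death in the single-dose screen, raw or plate-pattern-corrected value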;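 further: 0% = DMSO wells with peroxide and 100% = DMSO wells without peroxide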
# HTR2A ag: mouse Htr2a agonists via beta-arrestin recruitment, primary screen, cell-based, luminescence | CHO-K1 mHTR2A beta-arrestin complementation; percent of 30 µM serotonin response | activation, % at 7.6 µM | actives 0.66% (n = 360,000) | AID 624169, 2012;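 active means activation above a run cutoff, the mean activation of all tested compounds plus 3 SD, cut at about 14% in these data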;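 further: 0% = plate median of compound wells and 100% = 30 µM serotonin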
# Target sequence (P35363 whole entry, looked up): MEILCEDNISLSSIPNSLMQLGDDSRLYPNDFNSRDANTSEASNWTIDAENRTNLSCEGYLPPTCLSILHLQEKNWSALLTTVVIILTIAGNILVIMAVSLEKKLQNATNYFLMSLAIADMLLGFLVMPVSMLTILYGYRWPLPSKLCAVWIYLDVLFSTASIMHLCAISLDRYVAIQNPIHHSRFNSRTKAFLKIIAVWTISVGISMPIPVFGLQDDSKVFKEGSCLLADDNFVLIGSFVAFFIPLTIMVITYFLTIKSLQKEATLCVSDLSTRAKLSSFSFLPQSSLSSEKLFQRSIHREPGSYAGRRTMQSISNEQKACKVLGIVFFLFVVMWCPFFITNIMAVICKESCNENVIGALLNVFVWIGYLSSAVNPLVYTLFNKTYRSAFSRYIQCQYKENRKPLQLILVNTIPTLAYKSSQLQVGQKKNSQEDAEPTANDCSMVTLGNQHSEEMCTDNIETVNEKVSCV
# CaV13 FRET inh: Disruptors of the CACNA1D IQ motif to Ca2+-dependent inactivation inhibitor domain association, primary screening, Förster resonance energy transfer in intact living … | inhibition, % at 12.3 µM | AID 743397 | HEK cells, CFP/YFP FRET ICDI-IQ, plate reader, 10 min; percent FRET-ratio fall versus neutral wells | actives 0.098% (n = 340,000);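 active means mean replicate inhibition of at least 30% and at least 1% of replicates passing that level; inconclusive means only one of the two criteria is met; inactive means neither criterion is met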;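 further: 0% = median of the neutral control wells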
# Glyco luc inh: increase of ERlucT glycosylation luciferase signal, primary screen, N-linked glycosylation inhibitor project, D54 ERlucT cells, luminescence, set 2 | actives 0.23% (n = 360,000) | D54 ERlucT glycosylation luciferase reporter, 24 h; percent of 100 nM tunicamycin response | AID 588692, 2011 | reporter increase, % at 12.5 µM;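 active means mean luciferase reporter signal, scaled so untreated is 0 and the glycosylation-blocking control 100, at or above a set limit in every replicate; inconclusive means mean reaches the limit but not every replicate does; inactive means mean below the limit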;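 further: luciferase carries N-glycosylation sites so blocking glycosylation raises the light; 0% = median of neutral control wells and 100% = median of 100 nM tunicamycin wells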
# ABCB6 inh MLPCN: ABCB6 transporter inhibitors, primary screen, K562-ABCB6 cells, flow cytometry, MLPCN library; fluorescence ratio to DMSO, % at 10 µM; AID 602162, 2011; actives 0.19% (n = 360,000); K562-ABCB6 porphyrin accumulation, 1 h; stronger effect = lower value;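 active means fluorescence ratio to DMSO below 75%, the collection mean minus 3 SD; inconclusive means too few cells collected in the well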;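 further: signal is porphyrin accumulated inside mitochondria; 100% equals median channel fluorescence of DMSO control wells; lower ratio means ABCB6 inhibition with less porphyrin fluorescence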
# Vif imaging: HIV Vif self-association inhibitors, primary screen, imaging, HEK293T, single point; HEK293T cells, Vif self-association by quenched fluorescence, 24 h; inhibition, % at 7.49 µM; actives 0.35% (n = 340,000); in the data active means inhibition above about 50%, passing the limit was not always enough; inconclusive means no clear call, values can overlap the other calls; inactive means below about 31%; further: some results filed as inactive read as strong as hits
# The depositor's hits bear a star; u = inconclusive; x = no result given.
SMILES,MC4R ag barr,aDG glyco up,PDI turbidity,MC4R antag cAMP,H9c2 protect,HTR2A ag,CaV13 FRET inh,Glyco luc inh,ABCB6 inh MLPCN,Vif imaging
COc1cc(C(=O)NCCC(=O)NCCN2CCCCCC2)cc(OC)c1OC,-1.6,0.0,2,17,-5,0,-8,1,98,5
O=C(COC(=O)/C=C/c1ccco1)NCc1ccc(Cl)cc1Cl,-2.4,0.1,2,0,-1,4,-3,0,100,0
COc1ccccc1-c1noc(CCC(=O)Nc2cccnc2)n1,-0.4,0.2,-4,3,2,-1,-5,0,96,-1
Cc1cc(C(=O)COC(=O)Cc2n[nH]c(=O)c3ccccc23)c(C)n1CC(F)(F)F,-2.6,0.0,-1,8,28,-8,-5,-1,91,x
CSCCC(NC(=O)c1ccccc1Br)C(=O)N1CCN(C(C)=O)CC1 (stereo not drawn),-1.4,-0.2,15,4,6,4,-3,2,95,28
C#CCOc1ccc(C2C3=C(CCCC3=O)N(CC(=O)O)C3=C2C(=O)CCC3)cc1Br,-2.3,-0.1,13,-3,9,-11,9,0,102,31
CSc1nnc(-c2cccc(NC(=S)NN)c2)o1,1.9,-0.2,3,-2,3,27*,-18,1,84,-2
CCc1ccc(C(c2ccc(CC)cc2)C(Cl)Cl)cc1,2.8,0.0,x,12,-4,-4,x,-7,97,-6
CCN(CC)S(=O)(=O)c1ccc(OCCNS(C)(=O)=O)cc1,0.8,-0.2,7,-4,0,-1,-5,1,95,-1
N#CCCN(C(=O)COC(=O)C1=COCCO1)c1ccc(F)cc1,-1.2,0.2,12,4,2,-4,-4,1,102,-3
Cc1cc(O)c(C(=O)/C=C/c2ccccc2Br)c(=O)o1,-1.1,0.1,0,10,2,5,-5,-1,104,1
Cc1nc(NC(=O)c2ccc(Br)s2)sc1C(=O)N(C)C,-0.4,-0.1,-5,1,-10,0,-8,-3,103,4
c1ccc(CSc2nnnn2-c2ccccc2)cc1,-1.2,-0.1,-3,9,-2,-2,x,-2,99,-9
CSc1ccc(CN2CCCC(CO)(Cc3ccccc3)C2)cc1 (stereo not drawn),-2.3,0.3,1,5,0,-2,-3,-2,101,-1
COc1ccc(Cl)cc1N(CC(=O)Nc1cccc(SC)c1)S(C)(=O)=O,-2.4,-0.1,7,0,2,-3,-6,14,97,0

# Whole records as entered above.
# c1ccc(CSc2nnnn2-c2ccccc2)cc1 in the list: MC4R ag barr = -1.2; aDG glyco up = -0.1; PDI turbidity = -3; MC4R antag cAMP = 9; H9c2 protect = -2; HTR2A ag = -2; CaV13 FRET inh = x; Glyco luc inh = -2; ABCB6 inh MLPCN = 99; Vif imaging = -9
# Cc1nc(NC(=O)c2ccc(Br)s2)sc1C(=O)N(C)C in the list: MC4R ag barr = -0.4; aDG glyco up = -0.1; PDI turbidity = -5; MC4R antag cAMP = 1; H9c2 protect = -10; HTR2A ag = 0; CaV13 FRET inh = -8; Glyco luc inh = -3; ABCB6 inh MLPCN = 103; Vif imaging = 4

# Back to the main list, repeating the five entries before the break.
SMILES,MC4R ag barr,aDG glyco up,PDI turbidity,MC4R antag cAMP,H9c2 protect,HTR2A ag,CaV13 FRET inh,Glyco luc inh,ABCB6 inh MLPCN,Vif imaging
Cc1cc(O)c(C(=O)/C=C/c2ccccc2Br)c(=O)o1,-1.1,0.1,0,10,2,5,-5,-1,104,1
Cc1nc(NC(=O)c2ccc(Br)s2)sc1C(=O)N(C)C,-0.4,-0.1,-5,1,-10,0,-8,-3,103,4
c1ccc(CSc2nnnn2-c2ccccc2)cc1,-1.2,-0.1,-3,9,-2,-2,x,-2,99,-9
CSc1ccc(CN2CCCC(CO)(Cc3ccccc3)C2)cc1 (stereo not drawn),-2.3,0.3,1,5,0,-2,-3,-2,101,-1
COc1ccc(Cl)cc1N(CC(=O)Nc1cccc(SC)c1)S(C)(=O)=O,-2.4,-0.1,7,0,2,-3,-6,14,97,0
CCN(C(=O)COC(=O)c1cccc2ccccc12)c1c(N)n(Cc2ccccc2)c(=O)[nH]c1=O,-0.2,0.3,-6,0,-7,-1,-6,1,104,20
O=C(O)[C@@H]1CCCN1C(=O)COc1ccc2c3c(c(=O)oc2c1)CCC3,-0.4,-0.2,x,-22,-2,0,x,1,96,-8
CC12CC(c3ccccc3O1)N(C(=O)c1ccco1)C(=S)N2c1ccccc1 (stereo not drawn),-0.1,0.4,-6,8,3,-5,-5,3,104,-21
CCCCNC(=S)N(CCCO)Cc1cc2cc3c(cc2[nH]c1=O)OCO3,-1.0,-0.3,-9,-5,2,4,-10,0,94,x
COc1cc([N+](=O)[O-])c(C)cc1NC(=O)c1ccc(OC)c(OC)c1,1.5,-0.3,-2,-2,-3,-5,-5,2,96,-6
CCOc1ccccc1NC(=O)CSC1=C(C#N)C(c2ccco2)C(C(=O)Nc2nc3ccccc3s2)=C(C)N1 (stereo not drawn),0.2,0.4,-12,1,-2,1,-5,-5,95,-5
Cc1ccc(NC(=O)CS(=O)CC(=O)N(C2CCCC2)C(C)C(=O)NC2CCCCC2)cc1 (stereo not drawn),1.5,0.1,3,17,7,-1,-8,1,96,2
CN(c1nc2ccccc2n2c(-c3ccco3)nnc12)S(=O)(=O)c1ccccc1,-0.4,0.2,-2,-7,5,1,-5,0,99,-2
CC[C@@]1(C(=O)OC)N[C@H](CN(C)C(=O)Nc2ccccc2)[C@@H]2C(=O)N(Cc3ccccc3)C(=O)[C@@H]21,-1.1,-0.3,17,13,5,0,-7,0,99,13
COCCn1c(N)c(C(=O)NCc2cccs2)c2nc3ccccc3nc21,1.0,0.2,2,7,32,1,-2,5,100,-1
Cn1c(CC(=O)NNC(=O)c2ccc(Cl)nc2)nc2ccccc21,-3.1,0.2,-26,7,12,2,-4,1,96,-2
CCOc1cccc(C(=O)N(Cc2cccc(F)c2)C2CCS(=O)(=O)C2)c1 (stereo not drawn),-1.3,0.1,-4,-2,-8,5,-2,3,94,2
O=C1CC(N2CCC(O)(c3ccc(Br)cc3)CC2)C(=O)N1c1ccc(Cl)cc1 (stereo not drawn),-0.1,-0.2,0,14,-26,1,-3,1,98,-1
Cc1ccc(C)c(S(=O)(=O)N2CCN(C(=O)CN3C(=O)NC(C)(C)C3=O)CC2)c1,-0.3,-0.1,-3,2,4,-7,-7,3,98,10
O=C(C(Cl)Cl)N1CCN(c2ccccn2)CC1,-3.2,0.1,-5,8,0,3,-15,3,99,1
COC(=O)C(CC(C)C)NC(=O)/C=C/c1ccccc1Cl (stereo not drawn),-1.6,0.1,1,-4,12,0,-19,-2,101,-3
COc1ccc(NC(=O)CN(C)C(=O)c2ccccc2SCC(=O)N2CCCC2)cc1,-1.6,0.0,1,6,-1,0,-6,1,97,0
CCC(=O)N1CCc2cc(Br)cc(S(=O)(=O)C3(C(=O)OC)CC3)c21,-0.2,-0.3,-4,11,7,0,-2,3,94,6
CN1c2ccccc2C(C)(C)C12C=Nc1c(cc(N3CCOCC3)c3ccccc13)O2 (stereo not drawn),-1.2,1.1,3,-1,-5,7,-5,0,118,x
CCc1nc2ccc(C(=O)NCc3ccccc3OC)cn2c1N(CC)CCN(C)C,0.6,-0.2,-3,12,6,0,-4,2,101,-2
O=C1c2cccc3cc([N+](=O)[O-])cc(c23)C(=O)N1c1ccccc1O,-2.4,-0.3,-4,21,-1,-2,6,4,115,-6
Cc1cc(=O)oc2cc(OCC(=O)NCCCN3CCCC3=O)c(Cl)cc12,-3.9,-0.1,9,9,-2,-7,-8,1,96,-1
COC(=O)C(C(=O)Nc1ccc(OC)cc1)C1CCCCCC1 (stereo not drawn),2.4,0.0,-1,-4,9,-2,-5,1,103,-4
O=C(c1cn(-c2ccccc2)nc1-c1cccc(Br)c1)N1CCOCC1,1.2,0.1,-3,11,-2,-6,0,0,100,2
CCN(CC)C(=O)C1=C(C)N(Cc2ccc(C(C)(C)C)cc2)C(=O)C(CC(=O)NC(c2ccccc2)c2ccccc2)C1 (stereo not drawn),-0.2,0.4,8,2,-2,9,-3,-3,89,x
CC(C)C(=O)NC(=S)Nc1ccccc1C(=O)Nc1ccccc1,-2.3,0.0,-5,-1,1,0,-7,1,102,-4
Cc1nnc(NC(=O)CSc2ccccc2N)s1,-0.9,-0.1,3,9,9,-1,-4,-1,100,6
CCCCCCN1CC(C(=O)OCC)C(=O)C1=O (stereo not drawn),-0.2,-0.2,12,7,-2,0,-19,1,100,0
NC(c1csc(Nc2cnccn2)n1)c1ccccc1Cl (stereo not drawn),-0.4,0.0,-4,6,7,3,-9,0,99,-6
COc1ccc(CCNC(=O)c2cc(C3CC3)nc3c2cnn3C(C)C)cc1OC,1.2,0.0,-1,3,-6,2,-4,1,88,-16
CCc1nc2sc(C(C)=O)c(N)c2c2c1CCCC2,3.1,0.3,-1,-6,19,4,-3,-2,98,-2
CC(C)CC(=O)Nc1nnc(SCC(=O)NCc2ccc3c(c2)OCO3)s1,-3.3,-0.1,2,10,-2,15*,-7,0,97,0
CCNC(=O)C1CCCN(Cc2ccc(OCc3ccccc3)cc2)CC1 (stereo not drawn),-1.9,0.1,0,6,3,-5,-14,-4,95,-8
C=Cc1ccc(Cn2c(C)c(C(=O)NCc3ccc(Cl)c(Cl)c3)sc2=O)cc1,3.7,0.3,-1,21,-4,-8,10,-6,101,-5
CCNc1nc(NCC)n2c(SCC(=O)N3CC4(C)CC3CC(C)(C)C4)nnc2n1 (stereo not drawn),0.4,-0.2,u,2,0,1,-2,2,96,-4
COc1ccc(-c2cc(C(=O)N3CCN(c4ccccn4)CC3)c3ccccc3n2)cc1,-3.8,-0.4,-3,-3,-12,10,-5,0,101,-15
